GPR7 antag = human neuropeptides B/W receptor 1 antagonism; P48145; GPR7-expressing cells, fluorescence antagonist assay; inhibition, % at 4.4 µM; 290,000 compounds, 1.1% hits; in the data active means inhibition above about 16%, passing the limit was not always enough;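 further: cells stimulated with the agonist NPW; 0% = agonist with vehicle and 100% = vehicle without agonist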
Target sequence (P48145 whole entry, looked up): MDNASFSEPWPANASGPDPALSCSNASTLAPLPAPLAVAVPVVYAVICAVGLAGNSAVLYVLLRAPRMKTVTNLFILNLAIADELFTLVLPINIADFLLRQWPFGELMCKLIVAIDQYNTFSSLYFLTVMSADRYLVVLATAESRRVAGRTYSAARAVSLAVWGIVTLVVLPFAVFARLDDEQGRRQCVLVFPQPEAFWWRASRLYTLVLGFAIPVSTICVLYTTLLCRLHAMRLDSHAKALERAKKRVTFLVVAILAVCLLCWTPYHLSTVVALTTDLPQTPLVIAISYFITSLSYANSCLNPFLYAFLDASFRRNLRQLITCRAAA
HCV NS3 hel inh = blocks Hepatitis C virus NS3 helicase unwinding. NS3 helicase DNA unwinding, Cy5 molecular beacon fluorescence. 290,000 compounds, 0.56% hits. AID 1800. inhibition, % at 10.9 µM;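 active means inhibition above the mean of all tested compounds plus 3 SD, set per campaign, cut at about 35% in these data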;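 further: 0% = DMSO wells and 100% = thioflavine S control wells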
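Test system: hepatitis C virus NS3 helicase domain fragment enzyme. Also added: annealed dual-labelled DNA beacon duplex, ATP-started. Timing: 60 min unwinding reaction at 25 °C after ATP addition. Technique: Cy5 fluorescence. Measure: % inhibition of unwinding.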
VIM-2 inh = inhibitors of Pseudomonas aeruginosa VIM-2 metallo-beta-lactamase; purified VIM-2, nitrocefin hydrolysis, epi-absorbance fluorescence; inhibition, % at 5.6 µM; 290,000 compounds, 0.89% hits; AID 1527;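 active means inhibition above the mean of all tested compounds plus 3 SD, cutoff set per screening run, cut at about 7.5% in these data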;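 further: red hydrolysis product quenches plate fluorescence so inhibitors raise well fluorescence; 0% = enzyme with DMSO and 100% = DMSO without enzyme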
GalR3 antagonist = antagonists of human GalR3. AID 651719. 360,000 compounds, 0.44% hits. inhibition, % at 3 µM. HEK293 GalR3-CNG cAMP membrane potential fluorescence; galR3 body fused to GalR1 C-terminus. O60755;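 active means inhibition above the screen-wide average plus 3 SD, cut at about 13% in these data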;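 further: forskolin and galanin both at EC90 stimulate the cells; cAMP rise reported by CNG channel membrane potential dye signal; 0% = forskolin plus galanin with DMSO and 100% = forskolin alone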
Target sequence (O60755 1-299 limits assumed): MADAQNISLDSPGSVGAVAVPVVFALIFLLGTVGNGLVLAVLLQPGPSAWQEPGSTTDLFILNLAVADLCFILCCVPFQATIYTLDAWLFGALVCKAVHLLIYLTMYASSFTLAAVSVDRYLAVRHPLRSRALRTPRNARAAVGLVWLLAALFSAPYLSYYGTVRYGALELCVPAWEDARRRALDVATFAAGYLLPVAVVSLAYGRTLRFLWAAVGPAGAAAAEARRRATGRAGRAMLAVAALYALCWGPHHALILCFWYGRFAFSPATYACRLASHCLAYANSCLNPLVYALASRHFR
DNA FID counter = counter-screen for HCV NS3 helicase inhibitors: DNA intercalator displacement. DNA fluorescent intercalator displacement, fluorescence. inhibition, % at 7.9 µM. 290,000 compounds, 0.17% hits. AID 1845; in the data active means inhibition above about 37%;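 further: 0% = vehicle and 100% = reference compound; higher means more ethidium bromide displaced from hairpin DNA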
OXTR ag = activates the human oxytocin receptor. P30559. activation, % at 3 µM. CHO-OTR cells, Fluo-8 calcium fluorescence; normalized: DMSO 0%, oxytocin 100%. AID 2435. 320,000 compounds, 0.32% hits;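 active means activation above the mean of all tested compounds plus 3 SD, cutoff set per screening run, cut at about 20% in these data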;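 further: peak over basal fluorescence ratio from a 100 s FLIPR kinetic read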
PHOSPHO1 inh = PHOSPHO1 (human) inhibition | Q8TCT1 | recombinant PHOSPHO1, absorbance phosphatase assay | inhibition, % at 13.3 µM | 290,000 compounds, 1.1% hits | AID 1565; in the data active means inhibition above about 60%
V1aR counter = V1a receptor agonism, counter-screen for OXTR agonists; CHO-V1R cells, Fluo-8 calcium fluorescence, agonist mode; 0% DMSO, 100% 3 nM vasopressin; AID 2797; activation, % at 3 µM; 320,000 compounds, 0.25% hits; P37288;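 active means activation above the mean activation of all tested compounds plus 3 SD, per screening run, cut at about 20% in these data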;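 further: signal is peak over basal fluorescence ratio across a 100 second FLIPR read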
Target sequence (P37288 whole entry, looked up): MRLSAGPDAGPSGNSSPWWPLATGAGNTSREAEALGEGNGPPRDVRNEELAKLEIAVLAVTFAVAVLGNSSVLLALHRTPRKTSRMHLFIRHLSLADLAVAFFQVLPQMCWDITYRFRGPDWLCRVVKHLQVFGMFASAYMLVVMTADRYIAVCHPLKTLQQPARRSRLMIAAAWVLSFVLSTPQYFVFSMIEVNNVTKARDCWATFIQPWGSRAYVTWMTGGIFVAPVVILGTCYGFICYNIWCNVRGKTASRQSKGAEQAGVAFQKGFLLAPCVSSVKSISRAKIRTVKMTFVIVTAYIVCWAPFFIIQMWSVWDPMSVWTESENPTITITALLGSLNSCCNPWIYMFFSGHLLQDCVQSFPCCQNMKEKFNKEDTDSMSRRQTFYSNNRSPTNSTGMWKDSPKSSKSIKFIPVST
IMP-1 inhibitor = inhibitors of Pseudomonas aeruginosa IMP-1 metallo-beta-lactamase. purified IMP-1, nitrocefin hydrolysis, epi-absorbance fluorescence. inhibition, % at 5.6 µM. 290,000 compounds, 0.45% hits. AID 1556;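 active means inhibition above the mean plus 3 SD of all compounds in the same screening run, cut at about 4.5% in these data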;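 further: 0% = IMP-1 with DMSO and 100% = DMSO wells lacking enzyme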
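system = purified recombinant IMP-1 beta-lactamase | amount = 0.2 nM IMP-1, as dispensed | medium = HEPES buffer pH 7.1 with ZnSO4 and Brij 35 | times = 25 °C, 15 min preincubation, 25 min reaction | detection = plate fluorescence quenching by hydrolysis product, ex 480/em 530 nm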
An asterisk follows results filed as active; . = not tested or not shown. Rows are unselected; any-hit rate near 4.3%.

SMILES	GPR7 antag	HCV NS3 hel inh	VIM-2 inh	GalR3 antagonist	DNA FID counter	OXTR ag	PHOSPHO1 inh	V1aR counter	IMP-1 inhibitor
COc1cccc(CNC(=O)C2CCN(c3ncnc4c3nc3n4CCCCC3)CC2)c1	-13	5	-0.6	-9	-44	1.0	17	1.2	-1.5
CN1C(=O)/C(=C/c2ccc(OCc3cccc(F)c3)cc2)NC1=S	-17	5	-2.5	-2	0	0.6	29	4.0	-1.6
Cc1nn(CCCC(=O)NCc2ccc(F)cc2)c(=O)c2nccn12	-10	-1	-2.9	.	-4	0.3	10	-0.5	-2.6
O=c1[nH]c(C2CCCN(S(=O)(=O)c3ccccc3)C2)nc2c1nnn2Cc1cccc(Cl)c1 (stereo unspecified)	-16	-2	-1.7	-7	-29	0.8	14	1.2	-2.5
CCS(=O)(=O)N1CCN(S(=O)(=O)c2ccccc2)CC1	-9	2	-4.2	-2	0	0.3	1	1.2	-1.1
CC(=O)C1C(c2ccc(F)c(F)c2)NC(=O)NC1(O)C(F)(F)F (stereo unspecified)	-3	8	0.8	-5	-1	1.0	17	1.0	-1.6
CC(=O)c1csc(CS(=O)(=O)c2ccccn2)n1	-9	14	-2.9	-4	-2	-1.5	61*	-0.5	-2.0
O=C(CCSc1ccccc1)NC1CCCC1	5	-5	0.8	-4	-2	-0.8	-3	0.0	-1.6
CC1C(=O)N(Cc2ccccc2)c2ccccc2N1C(=O)c1ccccc1 (stereo unspecified)	-9	-19	-0.9	-11	-34	0.7	31	1.4	-1.2
O=C(CCCc1nc(-c2ccc(Cl)cc2)no1)Nc1cccnc1	-1	2	-0.4	-5	-7	13	17	9.4	-3.2
Cc1cc(OC(C)C(=O)N(Cc2cccs2)C2CCS(=O)(=O)C2)ccc1Cl (stereo unspecified)	-2	-3	-1.2	.	-36	0.8	18	2.4	-3.8
O=C(N/N=C/C=N/NC(=O)c1ccco1)c1ccco1	-7	-6	-2.4	-3	-5	-0.4	-26	0.2	-1.8
O=C(COc1ccccc1)N1CCN(c2ncccn2)CC1	2	13	-2.1	-9	-4	0.8	-2	0.9	-0.1
CCc1c(C2(O)CCCCC2)[nH]c2ccc(C(F)(F)F)cc12	-16	-44	-3.5	-2	-7	-2.0	20	-0.8	-3.0
Cc1ccc(C)c(CN2CCC(n3nccc3NC(=O)CCCc3ccccc3)CC2)c1	13	-20	-1.2	-2	20	1.5	43	3.5	-2.1
C/C(CC1CC(C)OC1=O)=N\NC(N)=S (stereo unspecified)	3	8	-2.9	-2	-1	-0.3	-23	0.2	-2.6
O=C(Nc1ccccc1C(F)(F)F)N1CCC(N2CCCCC2)CC1	-13	12	-2.9	-1	2	0.9	-4	-0.9	-3.1
CCN=C1SC(C(=O)Nc2ccccc2)CC(=O)N1CC (stereo unspecified)	-18	-2	-2.1	-2	1	3.6	6	0.7	-1.2
CN(C)CCNC(=O)/C(=N\O)c1ccccn1	-4	18	-2.5	-2	-3	0.9	37	0.8	-1.9
O=C(O)C1(c2ccccc2)CCN(S(=O)(=O)c2cccs2)CC1	-8	13	-3.0	-3	-6	0.2	8	-0.4	-1.1
CC(C)OCCCN1CN(S(=O)(=O)c2ccc(Cl)cc2)c2nc3ccccc3nc21	-10	28	-3.4	-2	-19	-2.2	20	-0.6	-2.6
COc1ccc(CC(=O)NNC(=S)NCC2CC2)cc1OC	-18	8	-2.7	-4	-5	0.5	-6	-1.7	-3.9
CN(CC(=O)Nc1ccc(SC(F)F)cc1)C1CCCCC1	-4	-5	-3.2	-7	-8	0.0	-7	-0.6	-2.8
CC(CCN1CCN(c2ccccc2)CC1)c1ccccc1 (stereo unspecified)	-1	-10	0.6	1	5	.	3	.	-1.6
COC(=O)C[N+](C)(C)CC#Cc1ccccc1	12	-2	-0.3	-1	1	0.3	8	0.6	-1.2
CCCOc1ccc(/C=N/NC(=O)c2c(-c3ccccc3)noc2C)cc1OC	-1	-9	-1.6	3	-39	-0.9	22	-0.9	-2.4
COc1cccc2cc(C(=O)C3=C(O)C(=O)N(CCN4CCOCC4)C3c3ccc(C(C)(C)C)cc3)oc12 (stereo unspecified)	9	8	-5.4	-2	-61	0.3	22	0.3	-2.0
CCN(CC)S(=O)(=O)c1cccc(NC(=O)c2ccc(Sc3nncn3C)c([N+](=O)[O-])c2)c1	-4	-1	-4.1	-7	-11	1.0	-26	0.5	-1.1
COc1ccc(Nc2nc(N/N=C/c3ccc(N(C)C)cc3)nc(C)c2[N+](=O)[O-])cc1	-4	2	-0.8	-10	0	-1.4	-2	-1.3	-3.3
N=c1c2c3c(sc2ncn1CCCO)CCCC3	-6	6	-1.0	1	-3	-0.4	-3	0.8	-3.1
CNc1ccccc1C(C)(C)c1cc(-c2ccc(F)cc2)no1	-4	-7	-2.3	49*	-12	-2.0	6	2.2	-3.5
CC1CCCCN1CCCNC(=O)CN1C(=O)CSc2ccc(S(=O)(=O)N3CCOCC3)cc21 (stereo unspecified)	-11	12	2.0	-8	-3	0.9	24	-0.2	-1.0
CCc1noc(C)c1C(=O)N1CC(C)OC(C)C1 (stereo unspecified)	18	3	0.6	0	5	1.0	3	-0.1	0.3
CCC(C)NC(=O)C1c2cc(OC)c(OC)cc2C(=O)N(C)C1c1ccc(OC)cc1 (stereo unspecified)	-6	0	-0.4	-6	-11	2.1	6	0.6	-1.9
CCCCNC(=O)C1CCN(S(=O)(=O)N2CCCCCC2)CC1	-3	7	-1.6	5	-12	0.4	7	0.5	-2.2
CC1(C)Cc2c(c(N3CCCC3)nc3sc4c(N5CCN(CCO)CC5)ncnc4c23)CO1	-13	-35	4.5	-4	7	-0.7	-8	0.3	0.2

Only IMP-1 inhibitor, DNA FID counter and GalR3 antagonist, for 2 of the compounds above:
Compound | IMP-1 inhibitor | DNA FID counter | GalR3 antagonist
N=c1c2c3c(sc2ncn1CCCO)CCCC3 | -3.1 | -3 | 1
CNc1ccccc1C(C)(C)c1cc(-c2ccc(F)cc2)no1 | -3.5 | -12 | 49*

Additional records follow:
SMILES	GPR7 antag	HCV NS3 hel inh	VIM-2 inh	GalR3 antagonist	DNA FID counter	OXTR ag	PHOSPHO1 inh	V1aR counter	IMP-1 inhibitor
COc1cc(NC(=S)N2CCN(CCO)CC2)cc(OC)c1	-8	-1	-1.4	-6	-5	1.2	34	-0.3	-4.7
Cc1ccc(NC(=O)c2cnccn2)c(OC(F)F)c1	-3	3	-2.2	-5	-1	-1.3	4	-1.2	-2.6
COc1ccccc1/C=C(/NC(=O)c1ccc(Cl)cc1Cl)C(=O)O	8	-6	-2.2	-2	-15	-0.4	8	-0.1	-2.9
CCc1cccc(NC(=O)c2cccc3c2C(=O)N(C2CCCCC2)C3)c1	-31	-6	-0.5	.	-24	-2.6	16	0.5	-3.0
O=C1C2C3C=CC(C3)C2C(=O)N1c1ccc(N2CCN(c3ccccn3)CC2)c([N+](=O)[O-])c1 (stereo unspecified)	-2	-6	0.8	-2	-16	16	36	15	-0.9
COc1ccc(N2C(S)=C(C#N)C(=O)NC23CCCCC3)cc1	-4	-2	1.2	-5	-4	-0.8	-51	-0.7	-1.6
COc1ccc(CC(=O)n2nc(-c3ccc(Cl)cc3)nc2NCc2ccco2)cc1	7	2	-1.4	5	2	0.6	26	0.7	-0.6
O=C(NCc1ccc(F)cc1)c1ccccc1OCc1ccccc1	-4	3	-0.3	-8	-24	-1.9	17	-1.5	-0.3
Cc1ccc(CS(=O)(=O)Cc2ccc(C(=O)NCC3CCCO3)o2)cc1 (stereo unspecified)	3	4	-2.7	-1	-12	1.9	22	0.7	0.0
COc1ccc(-n2c(=O)c3c4c(sc3n(CC(=O)Nc3cc(C)[nH]n3)c2=O)CCC4)c(OC)c1	-12	-6	-2.0	-8	-23	2.2	-20	0.6	-3.0
CC1(C)Oc2ccc(C(=O)N3CCCC3)cc2N(CC(=O)NCc2ccccc2)C1=O	-4	3	-5.4	-5	-12	-2.2	7	0.1	-4.0
Cc1cccc(NC(=O)C2(C)CC3c4ccccc4C2c2ccccc23)c1C (stereo unspecified)	0	-12	0.3	-10	-11	-1.4	6	-1.2	-2.5

Entries of single compounds, quoted from the list. Order of values: GPR7 antag	HCV NS3 hel inh	VIM-2 inh	GalR3 antagonist	DNA FID counter	OXTR ag	PHOSPHO1 inh	V1aR counter	IMP-1 inhibitor
CC(=O)C1C(c2ccc(F)c(F)c2)NC(=O)NC1(O)C(F)(F)F (stereo unspecified) in the list: -3	8	0.8	-5	-1	1.0	17	1.0	-1.6
CCCOc1ccc(/C=N/NC(=O)c2c(-c3ccccc3)noc2C)cc1OC in the list: -1	-9	-1.6	3	-39	-0.9	22	-0.9	-2.4

The list goes on:
SMILES	GPR7 antag	HCV NS3 hel inh	VIM-2 inh	GalR3 antagonist	DNA FID counter	OXTR ag	PHOSPHO1 inh	V1aR counter	IMP-1 inhibitor
CCOc1ccc(C(C)NC(=S)NCc2ccc(Cl)cc2)cc1 (stereo unspecified)	30*	3	-4.4	-6	-16	17	-4	18	-3.5
O=c1[nH]c(CSc2ccccn2)nc2c1oc1ccccc12	-6	1	-4.4	1	-2	-1.1	48	-0.6	-3.0
COc1ccc(CNC(=O)CCCn2nc(C)c3c(C)n(-c4ccc(C)cc4)nc3c2=O)cc1OC	-21	-1	0.4	-7	-62	-2.0	43	-1.8	-2.2
O=C(Cc1ccc(Br)cc1)NCCc1ccc(Cl)cc1Cl	-2	-5	-0.3	-5	-14	-1.6	-14	-1.9	-4.5
S=C(c1c[nH]c2ccccc12)N1CCOCC1	-7	3	-1.6	-3	-2	1.2	12	1.9	-1.1
Cc1cc(C)c(NC(=O)/C(C#N)=C/c2ccc(OCc3ccc(F)cc3)cc2)c(C)c1	-3	8	-1.6	1	-1	1.3	0	3.1	-2.7
O=C1CN(C(=O)COc2ccc(Br)cc2)c2ccccc2N1	12	-1	-0.2	-2	-6	-1.1	34	-0.5	-1.4
CCCCN(CC)S(=O)(=O)c1ccc(C(=O)N(CCCN(C)C)c2nc3cc(C)cc(C)c3s2)cc1	23*	-85	0.8	-5	34	5.9	32	2.9	-0.2
CCOC(=O)C1CCN(C(=O)CNS(=O)(=O)c2ccc(Br)s2)CC1	-10	5	-6.6	-5	-18	0.7	8	1.4	-4.3
Cc1cc([N+](=O)[O-])cc2c1NC(=O)C2(O)N1CCCCCC1 (stereo unspecified)	-7	3	-1.5	-5	-5	0.2	-2	0.4	-3.6
CC1CCc2c(C(=O)Oc3cccc(-n4cnnn4)c3)csc2C1 (stereo unspecified)	-17	-8	-2.4	-2	-20	-1.1	-14	-0.9	-3.2
C=CCn1c(N)c(C(=O)Nc2ccc(C)c(C)c2)c2nc3ccccc3nc21	3	1	-4.0	-7	1	0.9	24	0.2	-2.0
CCN(C(=O)COC(=O)CNC(=O)c1ccc2ccccc2c1)C1CCS(=O)(=O)C1 (stereo unspecified)	-5	6	0.8	-7	-13	-0.8	-139	0.3	-0.2
COc1ccc(OC)c(C(=O)NC(CC(N)=O)c2ccc(NCc3ccc(F)c(F)c3)c([N+](=O)[O-])c2)c1 (stereo unspecified)	-3	-12	-4.9	-5	-18	0.1	-30	0.4	-2.4
O=C(NC(Cc1c[nH]c2ccccc12)C(=O)OCC(=O)c1cccc2ccccc12)c1cccs1 (stereo unspecified)	1	-10	-1.6	0	-2	-0.1	13	0.4	-3.1

Source: PubChem (several laboratories)
